FBW7 act: activators of human E3 ligase FBW7; AID 1259310; hit rate 0.13% among 650,000; AlphaScreen FBW7–phospho-cyclin E peptide binding, activator screen; normalized activity (activation), % at 26.1 µM; in the data active means normalized activity above about 1.9%;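 further: purified mutant Fbw7 with reduced substrate affinity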
Target sequence (Q969H0 whole entry, looked up): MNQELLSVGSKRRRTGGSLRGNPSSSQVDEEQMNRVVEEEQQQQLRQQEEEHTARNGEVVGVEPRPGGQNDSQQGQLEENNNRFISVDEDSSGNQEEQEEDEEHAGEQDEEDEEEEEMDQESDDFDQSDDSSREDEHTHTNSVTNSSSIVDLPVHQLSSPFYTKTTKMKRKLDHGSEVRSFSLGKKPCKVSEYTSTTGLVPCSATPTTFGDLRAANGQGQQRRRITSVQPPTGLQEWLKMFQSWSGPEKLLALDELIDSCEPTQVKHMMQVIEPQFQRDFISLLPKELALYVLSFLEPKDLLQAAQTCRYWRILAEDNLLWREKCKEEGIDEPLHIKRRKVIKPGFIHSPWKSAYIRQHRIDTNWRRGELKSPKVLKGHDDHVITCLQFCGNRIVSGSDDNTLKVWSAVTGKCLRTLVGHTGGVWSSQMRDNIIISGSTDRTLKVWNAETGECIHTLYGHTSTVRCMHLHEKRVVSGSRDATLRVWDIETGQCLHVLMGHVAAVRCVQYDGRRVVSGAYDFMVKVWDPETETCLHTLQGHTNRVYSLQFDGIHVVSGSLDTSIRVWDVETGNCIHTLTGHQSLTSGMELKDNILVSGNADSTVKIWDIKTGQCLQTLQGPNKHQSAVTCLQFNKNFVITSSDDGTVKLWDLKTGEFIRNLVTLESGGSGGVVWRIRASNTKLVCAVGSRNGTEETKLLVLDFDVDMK
TEAD-YAP inh: TEAD-YAP interaction inhibition; hit rate 1.4% among 640,000; HEK-TIYL cells, TEAD-Gal4/YAP UAS-luciferase luminescence; inhibition, % at 9.12 µM; AID 1259422; in the data active means inhibition above about 32%;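 further: 0% = median of test compound wells and 100% = reference inhibitor wells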
GPR151 activ: activators of human GPR151. Q8TDV0. PathHunter beta-arrestin GPR151 cells, luminescence. activation, % at 11.2 µM. hit rate 1% among 650,000. AID 1508602; in the data active means activation above about 4.9%;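 further: 0% = median of compound wells and 100% = cells with positive control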
Target sequence (Q8TDV0 whole entry, looked up): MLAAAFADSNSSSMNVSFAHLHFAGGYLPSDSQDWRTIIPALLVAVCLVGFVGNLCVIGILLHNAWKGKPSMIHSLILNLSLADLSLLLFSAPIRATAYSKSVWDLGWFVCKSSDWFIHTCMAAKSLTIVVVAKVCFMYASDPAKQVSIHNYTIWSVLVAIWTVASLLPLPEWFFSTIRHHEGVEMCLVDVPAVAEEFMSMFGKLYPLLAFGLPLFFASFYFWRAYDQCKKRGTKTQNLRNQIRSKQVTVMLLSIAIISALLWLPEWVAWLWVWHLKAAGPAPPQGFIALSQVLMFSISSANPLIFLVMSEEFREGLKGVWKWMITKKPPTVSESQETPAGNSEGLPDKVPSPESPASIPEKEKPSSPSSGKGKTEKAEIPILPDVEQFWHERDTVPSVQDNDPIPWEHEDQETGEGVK
MITF inh: inhibitors of human MITF | O75030 | AlphaScreen MITF homodimerization, bead proximity signal | inhibition, % at 2.6 µM | hit rate 0.91% among 650,000 | AID 1259374; in the data active means inhibition above about 50%;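 further: 0% = vehicle wells with protein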
* marks the source's active call; other numbers are inactive results.

SMILES	FBW7 act	TEAD-YAP inh	GPR151 activ	MITF inh
COc1ccc2c(c1)C1NC(=S)N(c3ccc(F)cc3)C(C)(O2)C1C(=O)Nc1ccc(Cl)cc1 (centres undefined)	-0.1	14.0	0.3	0.5
O=C(N/N=C/C=C/c1ccc([N+](=O)[O-])cc1)C(O)(c1ccccc1)c1ccccc1	-0.3	10.4	1.2	-3.0
COCCCNC(=S)NNC(=O)C(C)(C)O	0.0	11.1	-1.0	16.1
O=C(NC(Nc1ccccc1F)C(=O)c1ccccc1)c1ccco1 (centres undefined)	-0.1	0.6	1.0	0.1
C=CCNc1nc2c(C)cccn2c(=O)c1/C=C1\SC(=S)N(CCCCC)C1=O	0.0	-3.7	3.8	10.2
COC(=O)c1ccc(CSc2nnc(Nc3ccc(C)cc3)s2)o1	0.0	4.1	-1.5	-2.8
O=C(NC1CCCCC1NC(=O)C1CC12CCC2)C1CC12CCC2 (centres undefined)	-0.1	-0.3	1.1	-3.1
Cc1ccccc1N1CC(O)(c2cccc([N+](=O)[O-])c2)[N+]2=C1SCCC2 (centres undefined)	0.0	-5.3	-1.0	8.3
CCc1cc2c(cc3c(=O)n(CC(=O)NCc4ccc(OC(C)C)cc4)ncn32)s1	-0.2	6.0	0.7	17.3
Cc1nc(S(=O)(=O)c2ccccc2)c(SCc2ccc([N+](=O)[O-])cc2)o1	0.0	9.1	-0.9	61.9*
CCn1c2c(c(=O)[nH]c1=O)C(c1ccc(F)cc1)C1=C(CC(C)(C)CC1=O)N2 (centres undefined)	-0.3	-2.8	0.1	1.4
COc1ccc(-c2nc(Nc3ccc(Oc4ccccc4)cc3)c3ncn(-c4ccsc4)c3n2)cc1	0.0	-8.4	1.9	1.1
CCCCN1C(=O)C(=O)N(CC(=O)Nc2cc(C(=O)OC)cc(C(=O)OC)c2)C1=O	0.0	-25.1	2.1	-4.7
COc1cc(-c2nnc(SCC(=O)c3ccc(Cl)cc3Cl)o2)cc(OC)c1OC	0.0	3.9	1.1	-3.0
COc1ccc(N(CC(=O)Nc2cccc(C)c2)S(=O)(=O)c2c(C)n[nH]c2C)cc1	0.1	1.8	1.6	16.5

Entries of single compounds, looked up by structure. Order of values: FBW7 act, TEAD-YAP inh, GPR151 activ, MITF inh
O=C(NC1CCCCC1NC(=O)C1CC12CCC2)C1CC12CCC2 (centres undefined) as listed: -0.1, -0.3, 1.1, -3.1
Cc1nc(S(=O)(=O)c2ccccc2)c(SCc2ccc([N+](=O)[O-])cc2)o1 as listed: 0.0, 9.1, -0.9, 61.9*
COc1ccc2c(c1)C1NC(=S)N(c3ccc(F)cc3)C(C)(O2)C1C(=O)Nc1ccc(Cl)cc1 (centres undefined) as listed: -0.1, 14.0, 0.3, 0.5
C=CCNc1nc2c(C)cccn2c(=O)c1/C=C1\SC(=S)N(CCCCC)C1=O as listed: 0.0, -3.7, 3.8, 10.2
COc1ccc(N(CC(=O)Nc2cccc(C)c2)S(=O)(=O)c2c(C)n[nH]c2C)cc1 as listed: 0.1, 1.8, 1.6, 16.5

Additional records:
SMILES	FBW7 act	TEAD-YAP inh	GPR151 activ	MITF inh
COc1cccc(-c2ccc3c(N)c(C(=O)NC4CCCC4)sc3n2)c1	0.8	-8.7	1.3	-2.3
CCc1cc(N2CCC(C(N)=O)CC2)n2nc3nc(C)cc(C)c3c2n1	-0.1	-0.2	3.8	4.5
CC1=C(C(=O)OC2CCCC2)C(c2ccc(F)cc2)NC(=O)N1 (centres undefined)	0.3	0.4	1.5	-9.3
COc1cc(/C=C2/N=C(c3ccccc3)OC2=O)ccc1OC(C)=O	0.5	13.0	0.3	18.4
COC(=O)c1cc(NC(=S)NNC(=O)c2cc(OC)cc(OC)c2)cc(C(=O)OC)c1	0.4	20.1	-1.8	19.9
COc1ccc(Cc2nnc(NC(=O)C(Cl)Cl)s2)cc1	0.0	-1.1	1.0	-14.3
CCc1ccc2[nH]c(=O)c(CN(CCCO)C(=O)c3cccc(F)c3)cc2c1	0.1	3.0	-0.3	13.7
COc1ccc(C2C(C(=O)Nc3c(F)cc(F)cc3Br)c3ccccc3C(=O)N2C)cc1 (centres undefined)	0.5	-4.7	-1.2	-1.6
CC(C)c1ccc(-c2csc(NC(=O)c3ccc(S(=O)(=O)N4CCCCC4)cc3)n2)cc1	-0.1	-5.4	-0.4	0.0
O=[N+]([O-])c1ccc(OCC2CO2)c([N+](=O)[O-])c1 (centres undefined)	-0.2	-1.7	0.4	-15.2
O=C1CCCN1c1nc2c(s1)CCc1ccccc1-2	0.0	-0.5	0.9	6.5
COc1ccc(/C=N/NC(=O)COc2cccc(Cl)c2)cc1I	-0.1	-3.0	-0.4	-1.8
Clc1ccc(CNc2cc3c(cc2Br)OCCO3)cc1	0.0	-2.9	-1.8	15.7
COc1ccc(NC(=O)N(CCN(C)C)Cc2cc3cc4c(cc3[nH]c2=O)OCO4)cc1	-0.4	6.3	-0.5	-2.1
CCOC(=O)CCNC(=O)c1ccc(OC)c(OC2CCN(C(C)=O)CC2)c1	0.0	-0.6	1.3	-13.5
CCOC(=O)C(CC)n1nc(CC)n2c(cc3oc(C)cc32)c1=O (centres undefined)	0.0	-5.8	1.0	-4.5
O=C1C(Nc2cccc(O)c2)=C(N2CCCCC2)C(=O)c2ccccc21	-0.1	1.4	0.4	-11.3
CC1CCN(C(=O)C2CCCN(c3nnc(N4CCCC4=O)s3)C2)CC1 (centres undefined)	1.8	-4.5	-0.1	14.6
Cc1ccnc(NC(=O)c2ccc(OCC(C)C)cc2)c1	0.2	-30.2	-0.9	9.9
Cc1cc(C(=O)CN2C(=O)NC3(CCSC3)C2=O)c(C)n1-c1ccc2c(c1)OCCO2 (centres undefined)	0.5	11.9	-1.2	5.0
CC(C)(C)CC(=O)Nc1cc(S(=O)(=O)N2CCOCC2)ccc1N1CCCC1	-0.1	-5.0	3.3	-9.0
CC(=O)c1ccc(N2CCN(C(=O)Cn3c(=O)oc4ccccc43)CC2)cc1	0.1	7.9	1.5	15.1
O=C(NCC1CCC2(CCN(Cc3ccc(F)cc3)CC2)O1)c1cccc(F)c1F (centres undefined)	0.7	5.5	-0.7	9.6
NC(=O)N/N=C/c1ccc(Oc2ccc([N+](=O)[O-])cn2)cc1	0.0	5.4	-0.2	2.5
CC(C)N(C(=O)C(=O)Nc1ccc(F)cc1)C(C(=O)NC(C)(C)C)c1ccco1 (centres undefined)	0.2	0.3	-0.2	3.3
CCOC(CNS(=O)(=O)c1ccccc1S(C)(=O)=O)(OCC)c1ccccn1	-0.2	9.6	2.2	-0.2
Cc1ccc(NC(=O)CCC(=O)N/N=C/c2coc3ccc(F)cc3c2=O)cc1	0.0	6.2	0.9	-12.1
CCN(CC)CC#CC(C)(OC(C)=O)c1ccccc1 (centres undefined)	0.1	-10.1	0.0	9.8
O=C1C(=O)N(c2ccc(Br)cc2)C(c2ccc([N+](=O)[O-])cc2)/C1=C(/O)c1ccc(Cl)cc1 (centres undefined)	0.6	-2.3	0.3	9.7
COc1ccc(/C=C/C(=O)Nc2ccc(Cl)c(Cl)c2)cc1	0.1	-43.4	0.5	13.1
CC(C)C1Oc2ccccc2N(CC(=O)N(C)C)C1=O (centres undefined)	-0.2	3.4	1.3	5.8
COc1cc(C2c3c([nH][nH]c3=O)CC(C)(O)C2C(=O)OCc2ccccc2)ccc1O (centres undefined)	0.1	3.5	-0.6	10.5
COc1ccccc1NC(=O)CSc1nc(O)cc(=O)n1-c1ccccc1C	0.1	5.5	-1.9	10.3
O=C1CN(C(=O)COC(=O)c2ccc(O)cc2)c2ccccc2N1	-0.1	0.2	-0.7	2.3
COc1ccc(CNCc2cc(NC(C)=O)cc(C(=O)N3CCCC3)c2)cc1	0.0	-1.6	-0.6	10.8
CC1CCCC(Nc2c(-c3ccccc3)c(=O)c2=O)C1C (centres undefined)	0.3	-3.9	4.3	-0.7
O=[N+]([O-])c1cccc(NCC(O)COc2cccc3ccccc23)c1 (centres undefined)	-0.1	-5.7	0.6	-5.8
CC(C)CCn1c(CN2CCN(c3ccccc3F)CC2)nc2c1c(=O)n(C)c(=O)n2C	-0.1	1.5	0.0	-10.2
CC(C)(C)NCC(=O)Nc1c2c(nc3c1CCC3)CCC2	-0.2	-1.2	1.0	-1.5
Fc1ccc(CN2CCN(c3ccccn3)CC2)c(F)c1	-0.1	-2.1	1.0	30.1
O=C(COC(=O)c1ccc(OCC2CCCO2)cc1)NC(=O)NCc1ccccc1 (centres undefined)	0.0	10.0	-1.5	-1.7
COc1cc([N+](=O)[O-])cc(/C=N/NC(=O)C(C)Nc2ccc(Br)cc2)c1O (centres undefined)	-0.1	5.5	-0.8	15.0
O=C(Nc1ccc(Br)cc1F)c1cc2ccccc2oc1=O	-0.1	-5.5	2.7	7.1
Cc1c(C(=O)O/N=C(\N)c2ccc(Br)cc2)cccc1[N+](=O)[O-]	0.1	6.1	-0.2	12.7
CCC(=O)N(Cc1cc2c(C)ccc(C)c2[nH]c1=O)CC1CCCO1 (centres undefined)	-0.1	-4.6	-1.2	19.8
CCN(CC)S(=O)(=O)c1ccc(NC(=O)c2ccc(OC)cc2)cc1	0.1	-6.8	0.1	-8.2
CS(=O)(=O)N(CC(=O)NC1CCCCC1)c1ccc(Cl)c(Cl)c1	0.1	-2.5	-0.7	0.0
COc1ccc(CNC(N)=S)cc1	0.8	-9.3	1.5	14.1
Cn1c(CN2CCN(c3ccccc3)CC2)c(C#N)c2ccccc21	0.0	-2.5	0.5	1.1
Cc1nnc(NC(=O)CSc2nnc(NC(=O)C(C)(C)C)s2)s1	0.0	7.4	0.5	-14.6
COc1ccc(Br)cc1/C=C(\C#N)c1nc2ccccc2[nH]1	0.1	-1.0	0.6	13.9
O=C(CCSc1ccccc1)Nc1ccncc1	-0.2	-11.0	1.6	6.0
O=C(Nc1nn2c(-c3cccs3)nnc2s1)c1cccs1	-0.1	-4.0	0.2	3.3
Cc1ccc(C)c(OCCCn2c(-c3ccc(Cl)cc3)nc3ccccc3c2=O)c1	0.9	-4.7	-1.8	6.1
COc1ccc(CNc2ccc3ncc(-c4ccc(CCC(=O)O)cc4)n3n2)cc1	1.0	-1.9	-1.3	19.5
COCCN(Cc1cc2cc3c(cc2nc1Cl)OCO3)C(=O)Nc1ccc(C)cc1	0.1	-0.7	-0.4	3.9
COc1ccc(NC(=O)C(=O)c2c(O)[nH]c3ccccc23)cc1Cl	0.1	2.2	0.9	-4.0
COc1ccc(C(=O)COC(=O)CNC(=O)c2ccco2)cc1Br	-0.1	1.9	0.0	1.5
COc1cc([N+](=O)[O-])ccc1-c1ccc(C(=O)NCc2ccco2)o1	0.3	3.4	0.6	2.1
CC1(C)CC(=O)c2cc(C(=O)NCCCO)c(=O)n(-c3ccc(Cl)cc3)c2C1	-0.1	2.8	-0.2	-4.8
More results:
SMILES	FBW7 act	TEAD-YAP inh	GPR151 activ	MITF inh
O=C(NC(=S)N1CCN(c2ccc([N+](=O)[O-])cc2)CC1)c1ccco1	-0.4	-21.5	1.9	-11.2
O=C(Nc1ccccn1)c1ccc(F)cc1	0.0	-61.2	-7.7	-11.1
COc1ccc(-c2cc(C(F)(F)F)n3ncc(C(=O)Nc4ccc(Br)cc4)c3n2)cc1OC	-0.3	-12.2	-0.2	-8.4
O=C(NCCCN1CCCC1=O)c1cncc(-c2ccc(C(=O)NC3CC3)cc2)c1	0.2	5.4	-0.2	16.4
CC(Sc1nnc(COc2ccccc2Cl)n1C1CC1)C(=O)NC(N)=O (centres undefined)	0.0	-4.4	-1.9	-3.0
CCOCC(=O)NCCOc1ccc2nnc(-c3ccccc3Cl)n2n1	-0.3	-0.9	0.0	-11.9
CC1CCC(NC(=O)CNC(=S)N(Cc2ccccc2)Cc2cccnc2)CC1 (centres undefined)	0.0	9.7	-0.2	7.6
O=C1CSC(=Nc2ccc(Cl)cc2)N1Cc1cccnc1	0.5	7.2	-1.5	14.0
Cc1nnc(SC(C(=O)NC(N)=O)c2ccccc2)n1C1CCCCC1 (centres undefined)	-0.1	3.0	-2.1	5.4
O=C(Nc1ccccc1)c1ccnc(Nc2ccccc2)c1	0.2	-44.4	0.7	-6.1
Cc1ccc(C(=O)N2CCN(c3ccc([N+](=O)[O-])c(NCc4ccc(C(C)C)cc4)c3)CC2)cc1	-0.1	5.5	3.1	3.7
Cc1cccc(NC(=O)CSCC(=O)NNC(=O)c2n[nH]c(=O)c3ccccc23)c1	0.0	5.2	-0.6	5.1
C(=C\c1nc2ncnc(N3CCCCC3)c2[nH]1)/c1ccccc1	0.5	2.9	-0.7	6.1
COc1ccc(C2NC(=O)NC(C)=C2C(=O)OC(C)C)cc1OC (centres undefined)	-0.1	-9.5	0.0	-3.0
Cc1cccc(C(=O)Nc2ccc(C(=O)c3ccncc3)cc2)c1	1.0	-1.2	-0.9	18.7

A few values from the list.
Under GPR151 activ, O=C(NC(=S)N1CCN(c2ccc([N+](=O)[O-])cc2)CC1)c1ccco1 has the entry 1.9
Under MITF inh, COc1ccc(C2NC(=O)NC(C)=C2C(=O)OC(C)C)cc1OC (centres undefined) has the entry -3.0

More entries
SMILES	FBW7 act	TEAD-YAP inh	GPR151 activ	MITF inh
COc1ccc(Br)cc1-c1noc(C(F)(F)F)n1	-0.1	8.9	-1.1	-12.0
CN(C)C(=O)NC(c1ccccc1)c1cc([N+](=O)[O-])c2cccnc2c1O (centres undefined)	-0.4	-9.6	0.0	45.1
O=C(NCc1ccc(-c2cccs2)cc1)C1CCC1	0.1	-3.5	-0.9	-5.0
Cc1ccc(Cn2c(NCc3ccccc3)nc3c2c(=O)n(C)c(=O)n3C)cc1	0.2	2.0	1.1	15.1
CCOC(=O)/C(N=Nc1cc(C(=O)OC)cc(C(=O)OC)c1)=C(\C)O	-0.1	3.5	0.5	6.2
COc1cc(/C=C2\SC(=NCc3ccccc3)N(Cc3ccccc3)C2=O)ccc1OCc1ccccc1C#N	0.1	-5.3	-0.1	-10.1
Cc1ccc(NC(=O)c2sc3ncnc(N4CCN(c5ccccc5F)CC4)c3c2C)cc1F	-0.2	3.1	2.2	2.6
